HEK293 tox: cytotoxicity counter-screen for GLP-1 receptor inverse agonists. HEK293 cAMP-luciferase reporter cells, luminescence, 24 h. actives 0.13% (n = 410,000). Potency, µM (doses to about 38.3 µM), for the others: at the top dose activity change, negative = inhibition, hits mostly inhibitors. AID 624418;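 further: loss of luciferase light is scored as toxicity; potency means the concentration at half of the fitted maximal effect; on the % scale 0 is the no-effect control and ±100 the full control effect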
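Here, cytotoxicity is scored as loss of luminescence. The MLSMR collection was tested on cells seeded in medium containing 10% Nu serum, with a 24 hr compound exposure preceded by 12 hours of culture.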
Mm-Cpn inhibitor: inhibitors of Methanococcus maripaludis chaperonin (MmCpn); Potency, µM (doses to about 76.9 µM), inactives show at the highest dose activity, negative = inhibition, hits mostly inhibitors; actives 0.031% (n = 330,000); purified Mm-Cpn ATPase, ADP Transcreener TR-FRET; AID 504842; further: potency means the concentration at half of the fitted maximal effect; on the % scale 0 is the no-effect control and ±100 the full control effect; nearly all actives have a fitted effect of over 80% in size
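TR-FRET (320 nm excitation; 590 and 665 nm emission) reports ADP made from 10 uM ATP by 25 nM enzyme; compounds were preincubated 10 min, reaction run 30 min, both at 37°C.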
GLP1R inv ag: inverse agonists of human GLP-1 receptor | P43220 | HEK293 GLP-1R CRE-luciferase, luminescence, 24 h; GLP-1R form is constitutively active | Potency, µM (titrated, usually from 38.3 µM), for the others: at the top dose activity change, negative = inhibition, usual class: inhibitors | actives 1.6% (n = 410,000); further: potency means the concentration at half of the fitted maximal effect; on the % scale 0 is the no-effect control and ±100 the full control effect; nearly all actives have a fitted effect of over 55% in size
Target sequence (P43220 whole entry, looked up): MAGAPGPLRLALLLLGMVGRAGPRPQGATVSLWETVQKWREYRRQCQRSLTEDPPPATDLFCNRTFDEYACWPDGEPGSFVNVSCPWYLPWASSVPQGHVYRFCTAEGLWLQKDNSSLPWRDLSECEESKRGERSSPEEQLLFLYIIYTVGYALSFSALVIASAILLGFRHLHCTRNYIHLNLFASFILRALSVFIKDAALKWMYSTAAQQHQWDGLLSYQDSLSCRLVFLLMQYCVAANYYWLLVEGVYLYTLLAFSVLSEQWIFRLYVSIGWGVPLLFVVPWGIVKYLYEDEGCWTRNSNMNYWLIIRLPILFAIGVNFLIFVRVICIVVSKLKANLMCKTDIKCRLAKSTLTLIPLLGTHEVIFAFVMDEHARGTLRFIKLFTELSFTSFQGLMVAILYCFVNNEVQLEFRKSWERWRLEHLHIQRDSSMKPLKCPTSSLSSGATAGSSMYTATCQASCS
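Stable HEK293 clone (constitutively active GLP-1R + cAMP-response luciferase); 200 cells/uL plated, 12 h pre-culture, compound 24 hr, 37 deg C/5% CO2; detection reagent 12 min RT; luminescence.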
Abeta rescue: compounds reversing amyloid beta toxicity in yeast. yeast expressing A-beta42, growth rescue, OD600, 48 h; response scale: 0% DMSO, 100% iron-clioquinol control. Potency, µM (top dose mostly 46.1 µM), for the others: at the top dose growth rescue, usual class: activators. actives 0.063% (n = 410,000). AID 1347071; further: potency means the concentration at half of the fitted maximal effect; nearly all actives have a fitted effect of over 55% in size
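Yeast A-beta toxicity model in growth medium with pinned compounds, 48 h at 30 C; growth read as absorbance at 600 nm. Normalized to FeCl3/clioquinol equimolar mix (positive) and DMSO (negative).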
Akt phos inh: Akt phosphorylation inhibition; actives 0.32% (n = 360,000); Neuro2A IGF-stimulated pAkt S473 HTRF, 20 min; active compounds read low; activity change, % for hits at 50 µM; in the data active means activity change below about -80%; inconclusive means mostly about -51% to -80%; further: on the % scale 0 is the no-effect control and ±100 the full control effect
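Single-point screen (50 µM final compound) in Neuro2A cells stimulated 20 min with 6 nM IGF at 37 deg C. After lysis, Ser473-phosphorylated Akt read by HTRF (ex 330 nm, em 615/665 nm) as the 665/615 ratio.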
aSyn yeast inh: alpha-synuclein toxicity inhibition in yeast; Potency, µM (highest dose often 46.1 µM), without a hit: at the highest dose growth rescue (activation), actives largely listed as activators; Yeast expressing alpha-synuclein, growth rescue, BacTiter-Glo, 24 h; AID 652106; actives 0.14% (n = 370,000); further: potency means the concentration at half of the fitted maximal effect; % of control where 0% means no effect; nearly all actives have a fitted effect of over 65% in size
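Readout is rescue of growth in alpha-synuclein-expressing yeast, so inhibitors of toxicity appear as activators. Growth after 24 hr at 30 deg C in galactose medium is quantified by luminescence.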
FUS yeast rescue: FUS proteinopathy suppression in yeast. S. cerevisiae FUS-expressing, growth rescue, OD600, 24 h. Potency, µM (top dose mostly 76.6 µM), for the others: at the top dose growth rescue (activation), usual class: activators. actives 0.24% (n = 390,000);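 further: potency means the concentration at half of the fitted maximal effect; plate controls were DMSO vehicle for no effect and reference control for full effect; nearly all actives have a fitted effect of over 55% in size; some results filed as inactive show a strong effect at the top dose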
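Read-out: OD at 600 nm after 24hr at 30C, reporting rescue of FUS-induced yeast toxicity. Cells at OD 0.005 in galactose (2%) minimal medium; compounds tested in a dilution series; CP55940 titration from 92uM final as control.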
PTHR1 ag: PTHR1 (human) receptor agonism. actives 0.075% (n = 410,000). Potency, µM (doses to about 115 µM), for the others: at the top dose activation, most hits filed as activators. HEK293 GP2 PTHR1 cells, GloSensor cAMP luminescence, 1 h. Q03431; further: potency means the concentration at half of the fitted maximal effect; nearly all actives have a fitted effect of over 55% in size; some results filed as inactive show a strong effect at the top dose; inactives centre near -15; many of its hits are not listed in these tables
Target sequence (Q03431 whole entry, looked up): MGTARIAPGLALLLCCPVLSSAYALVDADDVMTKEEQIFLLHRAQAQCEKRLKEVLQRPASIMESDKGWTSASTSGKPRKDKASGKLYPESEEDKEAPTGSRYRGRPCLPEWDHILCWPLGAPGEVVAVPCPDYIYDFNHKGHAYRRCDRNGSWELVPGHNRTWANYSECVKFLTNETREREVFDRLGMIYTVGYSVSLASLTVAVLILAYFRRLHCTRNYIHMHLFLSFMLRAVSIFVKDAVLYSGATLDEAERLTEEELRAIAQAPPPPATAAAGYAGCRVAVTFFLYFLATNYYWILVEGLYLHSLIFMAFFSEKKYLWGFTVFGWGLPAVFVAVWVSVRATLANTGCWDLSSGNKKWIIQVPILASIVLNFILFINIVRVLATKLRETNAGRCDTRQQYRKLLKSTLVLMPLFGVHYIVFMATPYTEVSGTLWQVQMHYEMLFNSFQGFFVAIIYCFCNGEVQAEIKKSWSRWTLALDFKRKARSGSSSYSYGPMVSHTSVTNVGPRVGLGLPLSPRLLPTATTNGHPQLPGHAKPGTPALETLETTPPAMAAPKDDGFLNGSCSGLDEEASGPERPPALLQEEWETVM
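HEK-293-derived GP2 cells expressing PTHR1 and a GloSensor cAMP reporter, 3,000/well, plated overnight, given luciferin plus IBMX (each 0.5 mM as added) for 1 h at 37 °C, then compound for 1 h at 37 °C. Luminescence was read after 15 min at room temperature.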
TDP43 rescue: inhibitors of TDP-43 toxicity in yeast; TDP-43 expressing yeast growth rescue, BacTiter-Glo, 24 h; actives 1.8% (n = 410,000); Potency, µM (series often up to 46.1 µM), for inactives: at the top dose growth rescue (activation), actives largely listed as activators; further: potency means the concentration at half of the fitted maximal effect; % of control where 0% means no effect; nearly all actives have a fitted effect of over 50% in size
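Growth rescue of TDP-43-toxic yeast measured as ATP luminescence (BacTiter-Glo). Cells grown to mid-log in raffinose, induced in galactose at OD600=0.02, exposed to compound 24 hr at 30 deg C.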
* = called active by the depositor; i = inactive; ? = inconclusive; / = no result given; & = joins results of further samples; [ ] = remark or other dose. Unless noted, the call rests on the fitted dose curve; in most records, active means well fitted curve in the direction sought with a large enough effect; inconclusive means small, poorly fitted or top-dose-only effect, or another doubt; inactive means no such curve, though single readings can be large; an effect the other way counts as inactive or inconclusive. Not all compounds are listed; the hit share may differ from the screen's.

SMILES	HEK293 tox	Mm-Cpn inhibitor	GLP1R inv ag	Abeta rescue	Akt phos inh	aSyn yeast inh	FUS yeast rescue	PTHR1 ag	TDP43 rescue
CS(=O)(=O)c1nc(-c2ccc(Br)cc2)n[nH]1	1%[0.307 µM]	1%	-5%[0.307 µM]	-5%	i	7%	7%	i	12%
O=S(=O)(Cc1ccccc1)NCc1ccccn1	5%	-1%	2%	5%	i	-2%	7%	-8%[57.5 µM]	-15%
O=C(O)C1C2CCC(O2)C1C(=O)Nc1cccc(Cl)c1 (stereo unspecified)	-12%	-1%	?	-5%	i	-13%	-33%	i	-1%
Cn1c(CNC(=O)c2ccco2)nnc1SCC(=O)c1ccccc1	-2%	-4%	4%	-1%	i	0%	4%	-23%	0%
CN(C)c1ccc(N2C(=NC(=O)COc3ccccc3)SC3CS(=O)(=O)CC32)cc1 (stereo unspecified)	-4%	-1%	17%	-13%	i	-5%	36%	i	-4%
Cc1ccc(C(=O)CN(C(=O)c2ccc(Cl)c(Cl)c2)N2C(=O)C3CCCCC3C2=O)cc1C (stereo unspecified)	-8%	-1%	12%	26%	i	13%	1%	-12%[57.5 µM]	0%
Cc1ccccc1S(=O)(=O)N(C)C[C@H]1OCc2cn(nn2)CCCC(=O)N([C@@H](C)CO)C[C@@H]1C	2%	/	31%[activator]	-12%	i	-3%	-15%	-2%	0%
O=S1c2ccccc2Nc2ccccc21	-1%	-3%	13%	-11%	i	-7%	-19%	i	15%
CN(C)/C=N/n1cnc2ccccc2c1=O	4%	2%	-14%	-6%	i	-4%	-13%	?	-26%[1.82 µM]
CCc1ccc(NS(=O)(=O)c2cc3c(cc2C)n(C)c(=O)c(=O)n3C)cc1	-22%	-1%	-3%	-14%	i	-8%	17%	-17%	?
O=C(/C=C/c1ccco1)Oc1cc(Br)cc(/C=N/NC(=O)c2ccccc2O)c1	-6%[1.53 µM]	-11%	?	-19%	i	22µM*	7%	-92%[inhibitor]	7%
CC(CN1CCCC(C(N)=O)C1)c1ccccc1 (stereo unspecified)	5%	2%	0%	-2%	i	-20%	19%	i	-15%
CC(C)Cn1c(=O)n(C)c(=O)c2[nH]cnc21	5%	-3%	65%[activator]	-9%	i	-8%&-3%	-23%	-24%	10%
COc1ccc(C(F)(F)F)cc1N/C=C/c1nnnn1-c1ccc(C)cc1	1%	-10%	?	4%	i	0%	7%	-1%	-14%
CN(c1ccc(OC(=O)c2ccc(-n3cncn3)c([N+](=O)[O-])c2)cc1)S(=O)(=O)c1ccccc1	-4%	-1%	-6%	-3%	i	3%	?	-31%[inhibitor]	-1%
CCN(CC)CCCNC(=O)Cn1ncn2cccc2c1=O	11%	2%	8%	-13%	i	0%	5%	-1%	-13%
Cc1cccc(-n2ncc3c(Nc4ccc(F)cc4)ncnc32)c1	3%	2%	-18%	-23%	i	-2%	4%	-40%[inhibitor]	5%
CN(C)C(CNC(=O)c1cc(S(=O)(=O)N(C)c2ccccc2)ccc1Cl)c1ccccc1 (stereo unspecified)	7%	1%	10µM*	-11%	i	8%	18%	-15%	-11%
O=C(Nc1ccccc1N1CCCCC1)c1ncoc1-c1ccc(F)cc1	22%	-2%	?	17%	i	-3%	7%	0%	9%
N#CC1=C(N)C(C#N)(C#N)C(c2ccc[nH]2)C2CCCC=C12 (stereo unspecified)	11%	-2%	0%	-2%	i	3%	43%	-4%[57.5 µM]	-19%
Cc1ccc(S(=O)(=O)N2CCOCC2)cc1C(=O)N1CCOCC1	7%	3%	1%	-5%	i	-1%	7%	i	-10%
CC(=O)Nc1nc(CC(C)C)cc(-c2ccccc2)c1C#N	-7%	1%	13%	0%	i	7%	-2%	i	15%
Cc1cc(C(=O)Nc2ccccc2Cl)c2ccccc2n1	4%	3%	73%[activator]	4%	i	-2%	16%	i	?
CCCn1nc(C(=O)NC2CCCC2)c2ccccc2c1=O	19%	0%	7%	-15%	i	-2%	-2%	i	8%
CCCC(=O)Nc1c(-c2ccc(OC)cc2)c(=O)c2ccccc2n1C	-8%	?	0%	15%	i	2%	9%	i	-12%
O=C(NN=C(Cc1ccccc1)Cc1ccccc1)c1ccc(F)cc1	4%	1%	15%	-5%	i	-2%	-15%	i	3%
CCOc1ccc(NC(=O)CCC(=O)NNC(=O)COc2ccc(C)cc2Br)cc1	3%	1%	2%	9%	i	0%	4%	-3%	3%
Cc1cc(C)c2nc(N3CCCN(C(=O)c4ccco4)CC3)c(C#N)cc2c1	122%[activator]	-20%	41%[activator]	-1%	/	/	25%	-21%	18µM*
CNc1[nH]c(=O)[nH]c(=O)c1N=Nc1cc(Cl)ccc1Cl	-14%	/	8%	6%	i	-5%	-2%	-2%	3%
CCc1ccc(NC(=O)C2CCCN(S(=O)(=O)c3cccc4nsnc34)C2)cc1 (stereo unspecified)	6%	/	-3%	-3%	/	/	-17%	-30%	11%
CCC(C(=O)NC1CCCC1)N(C(=O)Cn1nnc(-c2ccc(C)o2)n1)c1cccc(OC)c1 (stereo unspecified)	-21%	-1%	-6%	2%	i	5%	15%	i	5%
Cc1ncoc1C(=O)N1CCCC(CCC(=O)NCc2ccc(F)c(F)c2)C1 (stereo unspecified)	2%	-2%	17%	2%	i	0%	-1%	-15%	-4%
C/C(=N\NC(=O)Cc1cccn1C)c1cccc2ccccc12	16%	0%	-23%	0%	i	-1%	?	-20%	-6%
COC(=O)C[C@@H]1CC[C@H](NC(=O)Nc2ccc(F)cc2)[C@@H](CO)O1	-12%	/	21%	-8%	i	0%	12%	i	6%
Cc1ccc(C(=O)NCC(=O)NCc2cc(=O)n(C)c(=O)n2C)cc1	-3%	2%	2%	14%	i	0%	3%	i	16%
CC1CCN(S(=O)C23CC4CC(CC(C4)C2)C3)CC1 (stereo unspecified)	5%	-5%	?	-38%[inhibitor]	i	-5%	15%	-19%	-19%
CCc1nnc(NC(=O)CCC(=O)N2CCCC2)s1	-8%	-3%	7%	20%	i	3%	4%	i	8%
O=C(CCc1ccc(S(=O)(=O)N2CCOCC2)cc1)Nc1ccc(F)cc1[N+](=O)[O-]	6%	4%	-14%	0%	i	-5%	/	i	11%
COc1c(Cl)cc(Cl)cc1C(=O)Nc1ccc(CN2CCOCC2)cc1	0%	1%	-28%	-4%	i	4%	-12%	-5%	-1%
Cc1cccc2sc(NC(=O)CN3C(=O)C4CC=CCC4C3=O)nc12 (stereo unspecified)	-6%	1%	5%	-13%	i	11%	13%	-26%	-18%
CC(C)C(=O)N[C@@H]1c2ccccc2CC[C@H]1OCc1ccccc1	22%	1%	-3%	7%	i	2%	-23%	?	-10%
Cc1cccc(NC(=O)c2ccc(NCC3CCCO3)c([N+](=O)[O-])c2)n1 (stereo unspecified)	0%[7.66 µM]	0%	18%[7.66 µM]	-11%	i	-1%	5%	-35%[inhibitor]	7%
Nc1ccccc1CNc1nc(NCCO)nc2c1ncn2CCN1CCOCC1	3%	-5%	3%	4%	i	6%	-17%	i	11%
COc1ccccc1C(=O)C1CCCN(Cc2cn[nH]c2C2CCCCC2)C1 (stereo unspecified)	-4%	3%	?	10%	i	1%	21%	i	-17%[9.22 µM]
O=c1c2sc3ccccc3c2n(Cc2cccc(C(F)(F)F)c2)c(=O)n1-c1ccccc1	-7%	/	-15%	0%	/	/	12%	i	?
C/C=C/c1ccc(OCC(O)CN2CCCCC2CC)c(OC)c1 (stereo unspecified)	1%	2%	13µM*	3%	i	-6%	2%	i	0%
CCn1c(-c2ccc3[nH]c(C)c(C)c3c2)n[nH]c1=S	-20%	-7%	11%	23%	i	-3%	-7%	-1%[57.5 µM]	7%
Cc1ccnn1Cc1cc(C(=O)O)c2ccccc2n1	-2%	2%	12%	13%	i	0%	3%	-8%	-16%
C=CCNC(=S)N/N=C/c1ccc(C)cc1C	?	0%	?	?	i	-15%	1%	-19%	?
Cc1cccc(C)c1NC(=S)NCCc1ccc(O)c(O)c1	-1%[7.66 µM]	1%	6%[7.66 µM]	13%	i	-1%	25%	-18%	-12%
CN(C)CCNC(=O)c1ccc(COc2ccc(Cl)cc2Cl)cc1	?	1%	?	-27%	i	6%	10%	i	-11%
CCc1nccn1CCC(=O)N1CCCC(Nc2ccc(F)cc2)C1 (stereo unspecified)	1%	-4%	?	2%	i	0%	15%	i	-4%
Cc1ccc(C(=O)NCCNC(=O)c2cccnc2)cc1	7%	-2%	7%	-5%	i	1%	6%	i	-19%
Cn1nnnc1Sc1ncnc2scc(-c3cc4ccccc4o3)c12	/	40µM*	/	-16%	/	/	24%	-63%[inhibitor]	/
Fc1ccc(Cn2nnnc2CN2CCN(C3CCCCC3)CC2)cc1	4%	1%	1%	16%	i	-7%	-6%	-10%[57.5 µM]	-10%
CC(C)CC(=O)Nc1nnc(SCC(=O)Nc2ccc3c(c2)OCO3)s1	5%	2%	-2%	-11%	i	3%	18%	i	16%
Fc1ccc(N2CCN(c3ncnc4c3nc3n4CCCC3)CC2)cc1	-12%	/	-7%	-14%	/	/	-17%	-16%	-3%

Two consecutive compounds already listed:
SMILES	HEK293 tox	Mm-Cpn inhibitor	GLP1R inv ag	Abeta rescue	Akt phos inh	aSyn yeast inh	FUS yeast rescue	PTHR1 ag	TDP43 rescue
CC(C)CC(=O)Nc1nnc(SCC(=O)Nc2ccc3c(c2)OCO3)s1	5%	2%	-2%	-11%	i	3%	18%	i	16%
Fc1ccc(N2CCN(c3ncnc4c3nc3n4CCCC3)CC2)cc1	-12%	/	-7%	-14%	/	/	-17%	-16%	-3%

Bioassay records: PubChem BioAssay, National Center for Advancing Translational Sciences (NCATS)
